Compound activity: PubChem, several laboratories
ABCB6 inh 2: blocks the human ABCB6 transporter; 360,000 compounds, 0.19% hits; fluorescence ratio to DMSO, % at 10 µM; Q9NP58; K562-ABCB6 porphyrin accumulation, flow cytometry, 1 h; active compounds read low;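 active means fluorescence ratio to DMSO below 75%, the collection mean minus 3 SD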;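 further: signal is porphyrin accumulated inside mitochondria; 100% equals median channel fluorescence of DMSO control wells; lower ratio means ABCB6 inhibition with less porphyrin fluorescence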
PDI turbidity: inhibitors of human protein disulfide isomerase | inhibition, % at 10 µM | 350,000 compounds, 0.052% hits | PDI insulin aggregation turbidity, A650, 90 min | P07237;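 active means mean inhibition across replicates of 30% or more, whatever share of single replicates reach that level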;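 further: absorbance from insulin aggregation driven by PDI reduction with DTT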
N-glyco inh: blocks N-linked glycosylation in D54 reporter cells. reporter increase, % at 12.5 µM. 360,000 compounds, 0.23% hits. AID 588692. D54 ERlucT glycosylation luciferase reporter, 24 h; percent of 100 nM tunicamycin response;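 active means mean luciferase reporter signal, scaled so untreated is 0 and the glycosylation-blocking control 100, at or above a set limit in every replicate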;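 further: luciferase carries N-glycosylation sites so blocking glycosylation raises the light; 0% = median of neutral control wells and 100% = median of 100 nM tunicamycin wells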
MC4R ag barr: activates human MC4R beta-arrestin recruitment. P32245. U2OS MC4R beta-arrestin complementation, luminescence; percent of melanotan II response, DMSO zero. activation, % at 8.9 µM. 360,000 compounds, 0.98% hits;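 active means activation above a per-plate cutoff, the mean activation of sample wells on that plate plus 3 SD, cut at about 8% in these data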
Target sequence (P32245 whole entry, looked up): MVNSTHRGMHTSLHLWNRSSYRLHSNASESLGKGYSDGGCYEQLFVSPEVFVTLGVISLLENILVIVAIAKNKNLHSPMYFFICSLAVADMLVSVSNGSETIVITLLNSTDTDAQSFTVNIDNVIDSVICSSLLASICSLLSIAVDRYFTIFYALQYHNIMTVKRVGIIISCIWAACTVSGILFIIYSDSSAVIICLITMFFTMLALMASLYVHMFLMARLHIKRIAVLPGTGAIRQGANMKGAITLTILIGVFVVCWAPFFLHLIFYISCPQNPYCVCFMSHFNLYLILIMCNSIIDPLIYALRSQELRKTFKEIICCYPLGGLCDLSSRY
m5-HT2A agonist: agonists of mouse serotonin 5-HT2A receptor (HTR2A); P35363; CHO-K1 mHTR2A beta-arrestin complementation, luminescence; percent of 30 µM serotonin response; activation, % at 7.6 µM; 360,000 compounds, 0.66% hits; AID 624169;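 active means activation above a run cutoff, the mean activation of all tested compounds plus 3 SD, cut at about 14% in these data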;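 further: 0% = plate median of compound wells and 100% = 30 µM serotonin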
Target sequence (P35363 whole entry, looked up): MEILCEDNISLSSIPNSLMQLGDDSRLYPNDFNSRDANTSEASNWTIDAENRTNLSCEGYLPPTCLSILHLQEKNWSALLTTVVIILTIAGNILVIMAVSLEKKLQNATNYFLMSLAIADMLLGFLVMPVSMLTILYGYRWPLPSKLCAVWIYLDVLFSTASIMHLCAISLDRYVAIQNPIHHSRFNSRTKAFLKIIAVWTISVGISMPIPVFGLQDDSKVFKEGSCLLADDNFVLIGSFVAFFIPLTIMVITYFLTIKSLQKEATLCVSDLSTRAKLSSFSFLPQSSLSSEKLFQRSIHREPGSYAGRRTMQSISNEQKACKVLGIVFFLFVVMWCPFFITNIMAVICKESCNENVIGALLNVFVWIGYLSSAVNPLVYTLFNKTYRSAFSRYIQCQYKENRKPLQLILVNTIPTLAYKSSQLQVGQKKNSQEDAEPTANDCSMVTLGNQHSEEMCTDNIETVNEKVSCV
ABHD5-PLIN5 inh: ABHD5-PLIN5 protein interaction inhibition. AID 602281. Split G. princeps luciferase complementation, luminescence, 4 h. inhibition, % at 4 µM. Q00G26+Q8WTS1. 360,000 compounds, 0.78% hits;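 active means inhibition above the mean inhibition across every tested compound plus 3 SD, cut at about 22% in these data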;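 further: 0% = DMSO only wells and the 100% control is not disclosed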
Exocytosis inh: lytic granule exocytosis inhibition; AID 651702; TALL-104 LAMP-1 surface exposure, flow cytometry; cells stimulated with thapsigargin and PMA; 360,000 compounds, 0.66% hits; inhibition, % at 10 µM;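 active means inhibition above about 55%, limit read from the data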
CaV13 FRET inh: Primary screen for inhibitors of IQ motif and Ca2+-dependent inactivation inhibitor domain binding in CACNA1D, Förster resonance energy transfer in living cells, …. inhibition, % at 12.3 µM. AID 743397. HEK cells, CFP/YFP FRET ICDI-IQ, plate reader, 10 min; percent FRET-ratio fall versus neutral wells. 340,000 compounds, 0.098% hits;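 active means mean replicate inhibition of at least 30% and at least 1% of replicates passing that level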;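 further: 0% = median of the neutral control wells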
MC4R antagonist: blocks human MC4R cAMP signaling. MC4R-expressing cells, MTII-stimulated cAMP, LANCE TR-FRET. 360,000 compounds, 0.48% hits. inhibition, % at 6.5 µM. P32245. AID 540295;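 active means inhibition above its plate's cutoff, the mean of tested wells on that plate plus 3 SD, cut at about 29% in these data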;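 further: 0% = Melanotan II alone and 100% = Melanotan II plus saturating MCL0020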
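Material – human MC4R-expressing U2OS cells · Repeats – no replicates · Detection – TR-FRET with Eu-cAMP and labeled anti-cAMP, 671 nm · Times – compound 30 min, challenge 1 h, detection 1 h · Compound – single nominal compound dose of 6.5 µM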
H9c2 protect: protects H9c2 cardiomyocytes from peroxide injury; H2O2 injury protection, ATPLite, 2 h; protection from H2O2 cell death, % at 20 µM; 360,000 compounds, 0.63% hits; AID 588492;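 active means compounds giving at least 50% protection of heart cells from peroxide-induced death in the single-dose screen, raw or plate-pattern-corrected value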;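 further: 0% = DMSO wells with peroxide and 100% = DMSO wells without peroxide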
The depositor's hits bear a star; nt = no result given.

SMILES	ABCB6 inh 2	PDI turbidity	N-glyco inh	MC4R ag barr	m5-HT2A agonist	ABHD5-PLIN5 inh	Exocytosis inh	CaV13 FRET inh	MC4R antagonist	H9c2 protect
Cc1nn(C)c(Oc2ccccc2)c1[N+](=O)[O-]	126	-4	3	-1.4	-3	4	1	-6	0	2
COc1ccc([C@H]2C[C@H](n3cc(-c4ccc(F)cc4)nn3)[C@@H](O)CN2Cc2cccs2)cc1	96	9	1	2.9	-1	-4	-1	-5	17	-7
Nc1ccc(Cc2ccc(N)c(C(=O)O)c2)cc1C(=O)O	98	16	4	1.3	4	-6	-3	-7	-2	4
CN1CCC(CNC(=O)Nc2csc3ccccc23)CC1	108	2	2	-0.3	-4	-2	25	-17	16	-1
O=C(c1cc(-c2ccc3c(c2)OCO3)on1)N1CCOCC1	95	-4	-23	-0.4	2	0	0	-8	6	-16
Cc1c(NC(=O)c2cc(-c3ccc(Cl)s3)nc3ccccc23)c(=O)n(-c2ccccc2)n1C	98	1	3	-0.2	5	0	9	nt	5	38
O=Cc1cn(CCC(=O)O)nc1-c1cccc(Cl)c1	103	-11	0	-1.3	0	1	1	-2	7	-4
CN1CCN(/N=C/c2ccc(-c3ccc([N+](=O)[O-])cc3)o2)CC1	95	-8	1	-3.3	-11	5	-4	-14	1	8
CC1(C)NC(=O)N(CC(O)COc2ccccc2-c2ccccc2)C1=O (centres undefined)	94	4	0	-1.3	-3	1	-1	-4	0	5
COC(=O)NCCc1cc(OC)c(OC)cc1S(=O)(=O)N1CC(=O)Nc2ccccc21	100	-7	0	0.6	15*	5	-18	-20	13	-4
CCOC(=O)N1CCN(c2cc(=O)n(C)c(=O)n2C)CC1	99	7	3	-0.3	8	-3	-2	-5	18	3
CCNc1c(NC(=O)COc2ccc(Cl)cc2)c(=O)oc2ccccc12	95	-4	0	-2.3	5	-2	-2	-6	-2	0
O=C(NCCOc1ccc(Cl)cc1)C1CCCCC1	97	-2	0	-0.5	-2	-6	0	5	2	0
O=c1cc(CN2CCN(c3ccc(Cl)c(Cl)c3)CC2)c2ccccc2o1	99	nt	-4	nt	12	-1	-5	-9	nt	-5
c1ccc(CSc2ncnc3c2sc2nc(N4CCOCC4)c4c(c23)CCCC4)cc1	100	-10	0	-0.2	-3	-3	-2	-5	4	1
O=C(COC(=O)c1ccco1)NNC(=O)c1ccc(Cl)cc1	95	7	-1	-3.5	-3	-7	2	-6	10	-6
Cc1cc2c(SCC(=O)NC3CCCCC3)ncnc2s1	89	3	-3	0.0	4	1	-8	-18	8	0
COc1cc(CN2CCCCCC2)cc(OC)c1O	98	15	0	-0.5	2	2	-2	0	1	-4
CC1=N/C(=C/c2cccnc2)C(=O)O1	85	0	1	-3.1	-1	0	-1	-10	1	4
COc1cc(C(=O)N2CCCCC2c2cc(C(=O)Nc3ccccc3)no2)cc(OC)c1C (centres undefined)	93	-3	-3	-0.1	9	-3	-8	-5	9	2
CCOC(=O)c1oc2ccc(OC)cc2c1NC(=O)CN1CCN(C)CC1	92	8	1	1.0	-1	5	-2	-4	12	5
COc1ccc(CN(Cc2ccccn2)C(=O)CN2C(=O)COc3ccccc32)cc1	96	-2	0	-1.6	-2	3	7	-7	14	-1
COc1cc(NS(=O)(=O)c2cn(C)cn2)cc(OC)c1	100	2	1	-1.6	1	-6	-2	-3	2	-5
O=C1CCCCC1C1(O)C(=O)Nc2ccccc21 (centres undefined)	98	-2	2	-1.1	6	-2	6	-7	5	4
Nc1cc(S(=O)(=O)N2CCCCC2)ccc1N1CCOCC1	99	0	1	-2.8	-3	3	-6	-5	10	-7
(further entries)
SMILES	ABCB6 inh 2	PDI turbidity	N-glyco inh	MC4R ag barr	m5-HT2A agonist	ABHD5-PLIN5 inh	Exocytosis inh	CaV13 FRET inh	MC4R antagonist	H9c2 protect
Cc1ccc(-n2c(C)cc(C(=O)CSc3nnc4ccccn34)c2C)cc1	98	10	-17	3.0	2	-4	6	-15	-1	-27
Cn1c(=O)n(C)c2cc(C(=O)Nc3ccc(Br)cc3)ccc21	98	0	22	-1.6	4	-2	-22	-4	7	-7
O=C(CSc1nnc(C2CC2)n1C1CC1)c1ccc(F)cc1	93	-1	0	0.2	0	-7	-3	-6	8	4
CS(=O)(=O)N(Cc1ccco1)Cc1ccccc1Cl	101	5	-3	-1.2	-2	-3	4	-5	16	1
CC(C)C[C@H]1CNC(=S)N1CC1CCCN1C[C@H](Cc1ccccc1)N1C[C@H](Cc2ccccc2)N(CC2CCCCC2)C1=S (some centres undefined)	101	nt	-6	nt	7	6	1	-4	nt	-8
COCCN1Cc2cccc(C(=O)Nc3cccnc3)c2C1=O	91	-6	2	-3.1	1	0	-2	-4	-6	2
O=C(NCCCCNC(=O)c1ccccn1)c1ccccn1	102	3	-2	-0.2	-2	-2	6	-2	17	7
O=C(c1ccc(Br)cc1)N1CCN(Cc2ccccc2)CC1	96	16	-3	-0.2	5	9	6	-3	5	2
CCOC(=O)Cc1c(C)[nH]n(-c2ccccc2)c1=O	101	-2	2	0.6	3	3	31	-5	23	0
CN(c1nc(-c2ccccc2)cs1)C1CCS(=O)(=O)C1 (centres undefined)	95	-3	-2	-2.7	1	-4	1	-7	11	-4
Cc1cccc(NC(=O)CNC(=O)c2cccc(S(=O)(=O)NCc3cccs3)c2)c1C	100	-5	-4	1.9	-10	8	3	-5	12	8
COc1ccc(C(CC(=O)N2CCCC2)c2c(OC)cc(OC)c3ccc(=O)oc23)cc1 (centres undefined)	98	-6	3	1.0	-1	1	6	-6	2	33
COc1ccc(Br)cc1CNC(=O)CCc1nc(-c2ccc(C)cc2)no1	91	-3	0	1.5	-1	-2	-2	0	9	-5
COc1ccc(C(=O)N2CCN(CCNC(=O)C(=O)Nc3ccc(F)cc3)CC2)cc1	96	0	-1	-0.9	0	3	4	-2	13	-1
CC(C)NC(=O)C1(C)CSCC(=O)N1C1CC1 (centres undefined)	nt	nt	nt	nt	6	-11	-3	-16	nt	nt
CCN(CC)CCN1C(=O)C(=O)/C(=C(/O)c2c(C)[nH]c(C(=O)OC)c2C)C1c1cccc(OC)c1 (centres undefined)	99	-9	-1	-1.7	0	-2	-1	-6	1	4
Cn1ccnc1SCC(=O)Nc1cccc(C#N)c1	96	0	4	0.7	-1	9	-5	-5	10	34
CCOc1ccc(OCC)c(NC(=O)CSc2nc3cccnc3n2C)c1	98	-8	-9	-0.7	1	2	-2	-3	1	-6
O=C(N/N=C/c1cc([N+](=O)[O-])ccc1Cl)c1cnccn1	105	13	16	-2.6	-2	-4	4	-7	4	6
O=S(=O)(c1ccccc1)n1ccc(-c2cnc(-c3ccccc3)s2)n1	101	4	-3	-0.7	0	-1	44	-5	0	-12
CC(CC1CC(C)(C)OC1=O)C(=O)Nc1ccc([N+](=O)[O-])cc1 (centres undefined)	99	8	-1	-0.3	-4	0	1	-2	25	0
CCn1c(-c2nn(C)c(C)c2Cl)n[nH]c1=S	85	-1	2	-2.8	-4	-4	-6	-4	0	-1
COc1ccc(OC)c(S(=O)(=O)N2CCC(C(=O)N3CCCCCC3)CC2)c1	95	8	2	1.1	-1	7	-3	-2	8	1
O=C(Nc1ccsc1C(=O)O)c1cccc(Oc2ccccc2)c1	97	19	-13	1.0	7	-2	2	-3	4	-16
CC(C)(C)c1ccc(S(=O)(=O)C(C)(C)C)cc1	96	-6	1	-1.6	1	4	0	-1	13	-8
Next part:
SMILES	ABCB6 inh 2	PDI turbidity	N-glyco inh	MC4R ag barr	m5-HT2A agonist	ABHD5-PLIN5 inh	Exocytosis inh	CaV13 FRET inh	MC4R antagonist	H9c2 protect
Cc1ccc(NS(=O)(=O)c2ccc(NC(=O)CSc3ccc(Cl)cc3)cc2)c(C)c1	91	-2	-4	8.2	5	-13	0	-5	7	-34
O=[N+]([O-])c1ccccc1-c1ccc(C(=S)N2CCCCC2)o1	101	2	3	-0.8	-5	-22	65*	-5	10	-11
COc1ccc(C2C(C(N)=O)=C(C)Nc3nc(-c4ccccc4OC)nn32)cc1OC (centres undefined)	95	1	3	0.7	3	0	1	nt	13	-5
CCOC(=O)CC1C(=O)NCCN1C(=O)c1c(F)cccc1F (centres undefined)	98	0	3	-0.2	-1	0	5	-5	-1	-7
O=C(NC1CCCN(c2ccc(C(F)(F)F)cn2)C1)c1ccncc1 (centres undefined)	96	-3	2	-1.0	0	-2	4	-4	-1	-1
CCCCOC(=O)C1C2C=CC3(CN(CCc4ccccc4)C(=O)C13)O2 (centres undefined)	99	nt	0	-0.6	4	11	7	-2	5	13

Full records as entered above. Order of screens: ABCB6 inh 2	PDI turbidity	N-glyco inh	MC4R ag barr	m5-HT2A agonist	ABHD5-PLIN5 inh	Exocytosis inh	CaV13 FRET inh	MC4R antagonist	H9c2 protect
Results for c1ccc(CSc2ncnc3c2sc2nc(N4CCOCC4)c4c(c23)CCCC4)cc1 → 100	-10	0	-0.2	-3	-3	-2	-5	4	1
Results for Cc1cccc(NC(=O)CNC(=O)c2cccc(S(=O)(=O)NCc3cccs3)c2)c1C → 100	-5	-4	1.9	-10	8	3	-5	12	8

11 entries from above, sorted by length of the SMILES, lowest first:
SMILES	ABCB6 inh 2	PDI turbidity	N-glyco inh	MC4R ag barr	m5-HT2A agonist	ABHD5-PLIN5 inh	Exocytosis inh	CaV13 FRET inh	MC4R antagonist	H9c2 protect
CCn1c(-c2nn(C)c(C)c2Cl)n[nH]c1=S	85	-1	2	-2.8	-4	-4	-6	-4	0	-1
CC(C)(C)c1ccc(S(=O)(=O)C(C)(C)C)cc1	96	-6	1	-1.6	1	4	0	-1	13	-8
CCOC(=O)CC1C(=O)NCCN1C(=O)c1c(F)cccc1F (centres undefined)	98	0	3	-0.2	-1	0	5	-5	-1	-7
CCOc1ccc(OCC)c(NC(=O)CSc2nc3cccnc3n2C)c1	98	-8	-9	-0.7	1	2	-2	-3	1	-6
O=C(NC1CCCN(c2ccc(C(F)(F)F)cn2)C1)c1ccncc1 (centres undefined)	96	-3	2	-1.0	0	-2	4	-4	-1	-1
O=C(N/N=C/c1cc([N+](=O)[O-])ccc1Cl)c1cnccn1	105	13	16	-2.6	-2	-4	4	-7	4	6
O=S(=O)(c1ccccc1)n1ccc(-c2cnc(-c3ccccc3)s2)n1	101	4	-3	-0.7	0	-1	44	-5	0	-12
CC(CC1CC(C)(C)OC1=O)C(=O)Nc1ccc([N+](=O)[O-])cc1 (centres undefined)	99	8	-1	-0.3	-4	0	1	-2	25	0
COc1ccc(OC)c(S(=O)(=O)N2CCC(C(=O)N3CCCCCC3)CC2)c1	95	8	2	1.1	-1	7	-3	-2	8	1
COc1ccc(C2C(C(N)=O)=C(C)Nc3nc(-c4ccccc4OC)nn32)cc1OC (centres undefined)	95	1	3	0.7	3	0	1	nt	13	-5
Cc1ccc(NS(=O)(=O)c2ccc(NC(=O)CSc3ccc(Cl)cc3)cc2)c(C)c1	91	-2	-4	8.2	5	-13	0	-5	7	-34
